High-throughput results (PubChem)
Avidin fluor: compound fluoresces at 488/530 nm on avidin beads | compound fluorescence 488/530 nm, flow cytometry; stronger effect = higher value | fluorescence (KMESF) at 10 µM | actives 0.38% (n = 220,000); in the data active = fluorescence above about 47; also: inactives centre near 10
RGS8-Gao: human RGS8-Galphao interaction regulation. actives 0.34% (n = 220,000). AID 1423. response (percent of control binding), % at 10 µM. multiplexed bead flow cytometry, RGS8-Galphao binding; actives lie on both sides; in the data active = response below about 60% or above about 140%; inactive = in between;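 also: Galphao activated as the GDP aluminium fluoride complex binding bead-coupled RGS8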
Mcl1-Noxa inh: disrupts binding of human Mcl-1 to Noxa peptide. TR-FRET Mcl-1/Noxa peptide binding, 2 h. inhibition, % at 21.7 µM. actives 1.5% (n = 220,000);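 active = compounds that cut the protein-peptide binding signal by more than 50% relative to plate controls in a single-dose test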;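 also: His-tagged Mcl-1 with rhodamine Noxa BH3 peptide and terbium anti-His antibody; 0% = Mcl-1 plus Noxa peptide wells and 100% = peptide-only wells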
Target sequence (Q07820 whole entry, looked up): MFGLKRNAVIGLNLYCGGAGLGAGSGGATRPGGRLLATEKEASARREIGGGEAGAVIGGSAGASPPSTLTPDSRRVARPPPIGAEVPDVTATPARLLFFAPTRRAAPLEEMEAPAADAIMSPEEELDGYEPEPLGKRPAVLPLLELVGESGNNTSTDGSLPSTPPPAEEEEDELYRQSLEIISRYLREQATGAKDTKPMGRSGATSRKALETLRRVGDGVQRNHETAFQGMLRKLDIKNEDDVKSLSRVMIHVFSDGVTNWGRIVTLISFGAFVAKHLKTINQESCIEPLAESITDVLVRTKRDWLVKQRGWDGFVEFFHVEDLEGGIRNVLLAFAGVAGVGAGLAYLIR
RGS4-Gao reg: human RGS4-Galphao interaction regulation; binding response (% of control), % at 10 µM; AID 1415; P09471; actives 0.33% (n = 220,000); Multiplexed bead flow cytometry, RGS4-Galphao binding; actives lie on both sides; in the data active = binding response below about 49% or above about 150%; inactive = in between;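 also: fluorescent Galphao activated with aluminum fluoride binding bead-coupled RGS4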
ABCG2 block: human ABCG2 inhibition, ABCB1 as counter-screen; Q9UNQ0; IgMXP3 cells, JC-1 efflux, flow cytometry; inhibition, % at 6.6 µM; actives 0.1% (n = 190,000);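 active = inhibition above 80%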;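 also: 0% = DMSO and 100% = nicardipine control wells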
Target sequence (Q9UNQ0 whole entry, looked up): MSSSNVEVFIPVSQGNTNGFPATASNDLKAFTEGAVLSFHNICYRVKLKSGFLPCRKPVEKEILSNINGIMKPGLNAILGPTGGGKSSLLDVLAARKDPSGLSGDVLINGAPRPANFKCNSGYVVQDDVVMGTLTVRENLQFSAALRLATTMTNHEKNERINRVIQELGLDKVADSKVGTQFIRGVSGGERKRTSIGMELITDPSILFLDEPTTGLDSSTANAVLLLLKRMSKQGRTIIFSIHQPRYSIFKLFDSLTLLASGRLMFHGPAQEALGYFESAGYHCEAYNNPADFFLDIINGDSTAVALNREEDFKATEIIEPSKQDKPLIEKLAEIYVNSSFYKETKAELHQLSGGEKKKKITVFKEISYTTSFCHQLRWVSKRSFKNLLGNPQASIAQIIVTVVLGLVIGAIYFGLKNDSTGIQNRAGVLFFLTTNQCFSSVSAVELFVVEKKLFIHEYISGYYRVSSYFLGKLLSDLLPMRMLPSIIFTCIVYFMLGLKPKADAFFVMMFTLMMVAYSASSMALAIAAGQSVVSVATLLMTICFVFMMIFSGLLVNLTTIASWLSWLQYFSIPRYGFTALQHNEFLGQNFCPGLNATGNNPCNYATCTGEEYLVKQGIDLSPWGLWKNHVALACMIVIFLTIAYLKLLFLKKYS
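Incubation: cells with compound and JC-1, 10 min at 25 °C, rotating, no wash / Test system: IgMXP3 (ABCG2) plus far-red-tagged CCRF-Adr (ABCB1) cells / Compound dosing: one concentration, 6.6 µM final / Also added: JC-1 fluorescent substrate / Evaluation: efflux inhibition in percent versus controls / Detection: flow cytometry, 530 nm JC-1 signal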
ABCB1 block: blocks JC-1 efflux by human ABCB1 transporter; P08183; CCRF-Adr cells, flow cytometry; inhibition, % at 6.6 µM; actives 0.067% (n = 190,000); in the data active = inhibition above about 40%;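 also: 0% = vehicle and 100% = reference inhibitor; higher value means more JC-1 retained so stronger ABCB1 efflux block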
Bim-Mcl-1: inhibitors of Bim-Mcl-1 interaction, human. Q07820. Bead-based flow cytometry, Bim peptide-Mcl-1 binding. inhibition, % at 10 µM. actives 0.1% (n = 190,000). AID 1009; in the data active = inhibition above about 40%;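 also: 0% = no compound tracer wells and 100% = peptide blocker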
RGS7-Gao reg: regulators of human RGS7-Galphao interaction; P09471; actives 0.35% (n = 220,000); binding response (% of control), % at 10 µM; AID 1439; Multiplexed bead flow cytometry, RGS7-Galphao binding; actives lie on both sides; in the data active = binding response below about 49% or above about 150%; inconclusive = no clear call, values can overlap the other calls; inactive = in between;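 also: fluorescent Galphao held in activated GDP-AlF4 state binding bead-coupled RGS7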
GSH bead fluor: GSH bead compound fluorescence profile; fluorescence (KMESF) at 10 µM; actives 0.25% (n = 190,000); GSH beads flow cytometry, compound fluorescence 488/530 nm; stronger effect = higher value; in the data active = fluorescence above about 89;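 also: glutathione beads carrying GST-tagged Bcl family fusion proteins plus one bare bead set; values are compound well signal with DMSO vehicle wells as background; inactives centre near 16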
Mcl1 Bid PPI: Mcl-1/Bid interaction inhibition. inhibition, % at 21.7 µM. actives 0.97% (n = 220,000). TR-FRET Mcl-1/Bid-Dy647 peptide binding, 1536-well. Q07820;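 active = compounds that cut the binding signal by more than half at the single screening dose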;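 also: His-tagged Mcl-1 with europium anti-His antibody binding Bid BH3 peptide; 0% = Mcl-1 plus peptide wells and 100% = peptide-only wells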
Pf gametocyte: kills late stage P. falciparum gametocytes; P. falciparum stage V gametocytes, ATP luminescence, 24 h; inhibition, % at 10.9 µM; actives 0.065% (n = 150,000);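 active = inhibition above the mean plus 3 SD of compounds within the control limits, set per campaign, cut at about 38% in these data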;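 also: 0% = DMSO wells and 100% = medium only without gametocytes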
Numbers without * were called inactive; ? = inconclusive; nt = no result given; [ ] = dose if it differs, or a comment.

Compound	Avidin fluor	RGS8-Gao	Mcl1-Noxa inh	RGS4-Gao reg	ABCG2 block	ABCB1 block	Bim-Mcl-1	RGS7-Gao reg	GSH bead fluor	Mcl1 Bid PPI	Pf gametocyte
Cn1c(=O)c2c(nc(N3CCOCC3)n2CCCNC2=NCCCCC2)n(C)c1=O	10	99	0	101	1	0.2	3	98	8	-29	-1
Cc1ccc(S(=O)(=O)c2cc3c(=O)n4ccccc4nc3n(CC3CCCO3)c2=N)cc1C (stereo not given)	3	100	23	99	-10	-5.0	-3	100	8	1	14
O=C(COC(=O)CNC(=O)c1ccccc1F)Nc1cccnc1Cl	10	100	2	102	2	0.3	-5	100	11	-37	nt
COc1ccc(N2C(=O)c3ccccc3NC2c2ccc(OC)c(Cn3nnc4ccccc43)c2)cc1 (stereo not given)	16	103	13	103	1	0.7	-5	104	21	-4	nt
CC1CCCN(c2nc(NCc3ccco3)nc(N)c2[N+](=O)[O-])C1 (stereo not given)	4	102	-9	99	24	0.9	-23	101	17	-11	-15
COCCN(CC(=O)NC1CCCCC1)C(=O)CSc1nc2ccccc2o1	15	106	-3	108	1	0.7	1	105	22	-49	7
Nc1nonc1-c1nc2ccccc2n1CC(=O)N/N=C/c1ccc(-c2cccc(C(=O)O)c2)o1	18	101	29	100	-1	-0.6	2	98	9	-18	0
O=C(Cn1c(C(=O)NCC2CCCO2)cc2sccc21)c1ccccc1 (stereo not given)	16	101	0	104	1	0.8	-2	108	22	-17	nt
CCOc1ccc(NC(=O)CC2C(=O)N(CC)C(=S)N2CCNC(C)=O)cc1 (stereo not given)	3	101	13	100	-15	-3.7	0	99	13	2	-23
COC(=O)C1=C(C)NC(=O)NC1c1cn(-c2ccccc2)nc1-c1cccs1 (stereo not given)	37	104	9	102	3	0.3	0	103	21	-3	nt
CC(Sc1cccc[n+]1[O-])C(=O)Nc1ccc(Oc2ccccc2)cc1 (stereo not given)	10	97	11	100	2	0.8	0	99	9	-25	nt
Cc1cccc(NC(=O)C2C3C=CC(C4CC34)C2C(=O)O)c1 (stereo not given)	5	98	-13	96	-3	0.2	0	96	18	-20	-15
Cc1ccccc1CSCCNC(=O)c1ccc(Cl)c(S(=O)(=O)N2CCOCC2)c1	25	105	5	106	6	1.3	-3	103	12	-4	nt
COc1ccc(S(=O)(=O)N(CC(=O)NCC2CCCO2)c2ccc(F)cc2)cc1OC (stereo not given)	10	102	37	102	0	0.0	-1	102	17	-14	8
CCCCC(CC)Cn1c(O)c(/C=C2\C=NN=C2c2ccccc2)sc1=S (stereo not given)	15	99	1	97	-9	-1.4	-1	99	15	-8	-4
N#Cc1nc(COc2ccccc2)oc1NCCCn1ccnc1	9	102	-9	105	3	0.3	-1	104	16	-24	nt
CCN(CC(=O)Nc1c(C(=O)OC)[nH]c2ccccc12)c1ccc2c(c1)OCO2	6	101	3	104	0	0.1	-1	100	5	-48	nt
COc1ccc(CCNC(=O)COc2ccc(S(=O)(=O)N3CCOCC3)cc2)cc1OC	22	100	4	99	13	0.6	-1	100	23	0	nt
C=C(C)CSc1nc(N)c(C#N)c(-c2ccc(C)cc2)c1C#N	9	102	4	99	0	-0.5	0	97	11	-37	-23
Cc1c(Cl)cccc1NC(=O)CNCc1ccccc1F	8	99	10	100	0	-0.6	-7	99	25	-6	-2
COCCNC(=O)c1ccc2c(c1)nc(C)n2-c1cc(OC)c(OC)c(OC)c1	29	118	6	106	0	-0.2	-3	105	16	-3	nt
CC(C)c1nnc(NC(=O)CC(=O)Nc2ccccc2C(=O)O)s1	11	98	-3	94	-1	-0.2	-4	96	44	4	4
COC(=O)CSc1nc2sc3c(c2c(=O)n1-c1ccccc1)CCN(C)C3	12	101	-5	98	1	0.5	0	96	15	13	nt
CS(=O)(=O)N(CC(=O)Nc1ccccc1C(=O)NCc1ccccc1)c1ccc2c(c1)OCCO2	1	98	7	98	nt	nt	-6	98	16	-2	10
Cc1ccc(Nc2cc(C)nc3nc(C)nn23)c(C)c1	6	100	9	101	-2	-0.5	-3	99	12	-5	nt
O=C(Cc1ccc(S(=O)(=O)N2CCCC2)s1)NC1CCCCCC1	6	92	25	86	5	0.6	4	80	16	-16	-5
CCn1c(SCc2ccc(Cl)cc2)nc2nc3c(cc2c1=O)CCCC3	6	100	-24	102	10	3.6	-18	101	19	-41	-37
Nn1c(COc2ccccc2)nnc1SCc1cc(=O)[nH]c2ccccc12	6	102	18	105	1	0.2	-8	99	47	19	-5
C=CCn1c(N)cc(=O)nc1SCC(=O)Nc1ccccc1	12	103	-8	101	0	0.3	-1	100	24	-22	nt
Cc1sc2ncnc(SCC(=O)c3cccs3)c2c1C	15	100	-86	100	2	0.2	-7	99	36	-16	-2
COc1ccc(-c2cc(C(N)=O)nc(N3CCCCCC3)n2)cc1	36	101	-2	98	3	0.1	0	94	9	-11	nt
CCc1cccc(C)c1NC(=O)CSc1nc2ccc(N3C(=O)c4ccccc4C3=O)cc2s1	14	103	-33	100	2	1.2	13	101	29	4	9
Cc1nc2ccc(NC(=O)Cc3ccc(Br)cc3)cc2s1	19	98	11	102	nt	nt	nt	?	nt	-84	1
CNS(=O)(=O)c1ccc(NCC2COc3ccccc3O2)c([N+](=O)[O-])c1 (stereo not given)	7	92	36	74	37	1.2	0	98	9	-6	-4
COC(=O)c1c(NC(=O)C2C3C=CC(CC3)C2C(=O)O)sc(C)c1C (stereo not given)	5	99	6	101	-1	-0.2	0	103	10	-82	-16
Cc1cc(Nc2ccc(F)cc2)n2nc(C)nc2n1	8	103	-2	104	-2	-2.6	0	103	24	-2	nt
CCOc1ccc(NC(=S)N2c3ccccc3CC2C)cc1 (stereo not given)	14	100	11	100	1	0.1	-2	99	10	-48	4
O=C(Nc1ccc2c(c1)OCO2)C1COc2ccccc2O1 (stereo not given)	8	95	-11	92	0	-0.1	-2	96	20	-25	-28
COc1ccc(C(=O)Cc2cnn(-c3ccccc3)c2)c(O)c1	6	99	3	98	1	0.2	1	95	26	-24	nt
COc1ccc(NS(=O)(=O)c2cc([N+](=O)[O-])ccc2N/N=C\c2c(C)[nH]c3ccccc23)cc1	51*	110	7	151*[activator]	12	12	-4	136	19	2	-9
O=C(Nc1ccc(N2CCCCC2)cc1)c1cc([N+](=O)[O-])cc([N+](=O)[O-])c1	11	126	1	107	7	-0.2	5	110	11	-13	-5
Cc1ccc(/C=C/C(=O)Nc2ccccc2C(N)=O)cc1	2	102	-3	100	-2	-0.1	-4	97	6	-5	-34
NS(=O)(=O)c1ccc(NC(=O)COC(=O)C2(c3ccc(F)cc3)CCCC2)cc1	12	100	1	102	-8	-0.5	-3	100	8	-8	9
CC(/C=C1\SC(=S)N(NC(=O)c2cccc(O)c2)C1=O)=C\c1ccccc1	3	102	7	100	-13	-6.0	-7	100	9	-2	2
Cc1cc(=O)oc2cc(OCC(=O)OCC(=O)NC3CC3)ccc12	10	102	2	102	1	-0.4	0	?	16	-20	12
O=C(CN1C(=O)CCC1=O)Nc1nc(-c2cccs2)cs1	35	99	0	100	33	1.2	-4	99	25	-13	nt
CCOc1ccc(Cc2n[nH]c(=S)n2N)cc1	12	93	4	95	-2	-0.5	-11	108	9	-25	nt
Fc1ccc(CO/N=C/C2=C(Cl)c3ccccc3CC2)cc1	2	103	-8	106	7	1.4	0	100	38	-4	5

Compound profiles, from the list above. Values in the order: Avidin fluor, RGS8-Gao, Mcl1-Noxa inh, RGS4-Gao reg, ABCG2 block, ABCB1 block, Bim-Mcl-1, RGS7-Gao reg, GSH bead fluor, Mcl1 Bid PPI, Pf gametocyte
CC(/C=C1\SC(=S)N(NC(=O)c2cccc(O)c2)C1=O)=C\c1ccccc1 across the screens: 3, 102, 7, 100, -13, -6.0, -7, 100, 9, -2, 2
O=C(Nc1ccc2c(c1)OCO2)C1COc2ccccc2O1 (stereo not given) across the screens: 8, 95, -11, 92, 0, -0.1, -2, 96, 20, -25, -28

More compounds follow.
Compound	Avidin fluor	RGS8-Gao	Mcl1-Noxa inh	RGS4-Gao reg	ABCG2 block	ABCB1 block	Bim-Mcl-1	RGS7-Gao reg	GSH bead fluor	Mcl1 Bid PPI	Pf gametocyte
N#Cc1ccccc1Cn1cc(/C=C/[N+](=O)[O-])c2ccccc21	3	94	18	95	-14	-4.1	3	91	11	-7	-28
Cc1ccc(-c2cc(C(=O)NCc3ccccn3)c3ccccc3n2)cc1	11	101	-10	100	1	0.1	-1	102	43	-24	nt
CNCCCC1Sc2ccccc2Oc2ccccc21 (stereo not given)	4	91	22	92	10	0.1	-6	94	20	40	nt
CC(=O)c1ccc(NS(=O)(=O)c2ccc3ccccc3c2)cc1	10	113	9	113	-2	1.1	-1	116	11	15	nt
COc1ccccc1NC(CC(=O)c1ccccc1)C(=O)OCC(=O)c1ccc(C)cc1 (stereo not given)	10	101	2	102	19	0.8	-20	102	11	-33	6
O=c1[nH]c2ccccc2n2cnnc12	9	101	-2	103	1	0.8	1	?	11	-23	3
O=c1[nH]c(N/N=C/c2ccccc2)nc2ccccc12	24	102	3	101	25	0.9	-4	101	24	17	1
CSC1=N/C(=C\c2ccc(F)cc2)C(=O)S1	33	101	15	98	0	0.0	-5	100	11	-18	-12
Cn1nc(C(=O)Nc2nc(-c3ccc(F)cc3)cs2)ccc1=O	6	102	1	98	nt	nt	nt	?	nt	-3	-27
Cc1nnc(-c2ccccc2)c(=O)n1/N=C/c1c(O)ccc2ccccc12	8	98	2	98	2	0.0	1	99	8	-47	nt
O=C(NCCN1CCN(C(=O)NC2CCCCC2)CC1)NC1CCCCC1	10	102	2	101	2	0.4	0	100	7	-14	nt
COc1cccc(N2CCN(CC(=O)NC(=O)NCc3ccco3)CC2)c1	6	101	62*	100	1	0.5	1	90	18	-50	-15
COCCNC(=O)c1cccc(NS(=O)(=O)c2cccc3cccnc23)c1	3	107	18	103	1	0.6	0	104	9	-22	nt
CCC(CC)C(=O)NCc1ccccc1Cl	16	82	-7	90	1	-0.3	-4	91	18	-14	-1
CC1CCCCN1S(=O)(=O)c1ccc(S(=O)(=O)NCCc2ccncc2)cc1 (stereo not given)	7	100	12	96	0	0.2	nt	95	35	0	-10
C=C(C)C1CC=C(C)/C(=N/NC(=O)COc2ccccc2Cl)C1 (stereo not given)	9	89	8	91	2	0.3	-2	88	7	-8	8
O=C1CCN(C(=O)CSc2ccc(Cl)cc2)N1	27	108	-4	107	1	0.7	-2	108	11	-16	-6
O=C(c1ccncc1)N1c2ccccc2Sc2ccccc21	11	103	-12	101	0	0.1	-2	100	16	-13	-32
Cn1c(=O)c2c(ncn2CC(=O)N(Cc2ccccc2)c2ccccn2)n(C)c1=O	11	104	7	99	0	-0.3	0	99	22	-41	-36
CN(c1ccc(C(=O)NCc2ccccn2)cc1)S(C)(=O)=O	13	103	8	101	2	0.3	-5	99	36	-8	nt
